High-throughput results as filed in PubChem BioAssay.
SSB-PriA inh = blocks PriA binding to SSB C-terminal tail; AID 1272365; AlphaScreen SSBct-PriA binding, biotinylated peptide; inhibition, % at 33 µM; actives 0.6% (n = 430,000); in the data active means inhibition mostly above about 37%, no sharp cut-off; inactive means mostly below about 20%;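 further: plate controls were negative control peptide for no effect and reference peptide for full effect; strong numbers were not always called active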
Starred values were filed as active, the others as inactive; & = joins results of further samples. Only part of the results is shown; the hit share may differ from the screen's.

SMILES	SSB-PriA inh
O=C(NCc1ccccc1-c1ccsc1)c1cc2ccccc2o1	-12
COc1ccc(-c2cc3c(SCC(=O)Nc4ccc(C)c(F)c4)nccn3n2)cc1	-3
COc1ccccc1C=NNC(=O)c1[nH]c(C)c(C(=O)NN=Cc2ccccc2OC)c1C	12
Cc1nnsc1C(=O)Nc1cnn(CC2CCOCC2)c1	-21
CC(C)(C)c1csc(NC(=O)c2sc3ccccc3c2Cl)n1	-12
O=[N+]([O-])c1ccc(CSc2nnc3ccc(-c4ccccn4)nn23)cc1	1
Cc1ccc(CNC(=O)c2ccc(=O)n(C)n2)cc1	-17
COc1ccc2c(CC(=O)N3CCCC3)cc(=O)oc2c1	1
Cn1ccnc1S(=O)(=O)C1CCN(C(=O)C2CC2)CC1	-4
CC(=NNC(=S)Nc1ccc(C(C)C)cc1)c1ccc2c(c1)OCO2	6
CC1CN(S(=O)(=O)c2ccc(C(=O)Nc3nc4ccc(C(C)C)cc4s3)cc2)CC(C)O1 (stereo not given)	-18
COc1ccc(S(=O)(=O)C2CN(C(=O)c3ccc(=O)n(C)n3)C2)cc1	-23
COc1ccccc1NS(=O)(=O)c1cccc(Cl)c1	-10
CCCCc1ccc(NC(=O)c2ccc(=O)[nH]n2)cc1	-10
COC(=O)NN=Cc1ccc(OC(=O)c2ccco2)cc1	-4
CCOc1ccc(C(=O)Nc2ccc3nc(C)n(-c4ccc(F)cc4)c(=O)c3c2)cc1	-10
Cc1cc(C(=O)NN=Cc2cc(Br)ccc2OC(=O)c2ccccc2)n[nH]1	-14
Cc1cc(NS(=O)(=O)c2ccc(NC(=O)c3ncc(-c4ccccc4)o3)cc2)nc(C)n1	0
O=C(c1ccco1)N1CCc2cc(S(=O)(=O)NC3CCCC3)ccc21	3
CCc1nnc(NC(=O)c2ccc(S(=O)(=O)N3CCN(C(C)=O)CC3)cc2)s1	-15
COC(=O)N1CCC(CNC(=O)C(=O)NCc2cccs2)CC1	-24
CCOC(=O)CC1C(=O)NCCN1Cc1cccc(C)c1 (stereo not given)	1
COC(=O)c1ccc(NC(=O)CN2CCc3[nH]c4ccc(Cl)cc4c(=O)c3C2)cc1	-9
NC(=NOC(=O)c1ccc2c(c1)OCO2)c1ccc(Cl)cc1	-7
Cc1sc2nc(SCC(=O)c3ccc4c(c3)OCCO4)n(-c3ccccc3)c(=O)c2c1C	-11
O=C(NCC[C@H](O)c1ccc2c(c1)OCO2)Nc1ccccc1Cl	-11
Cc1ccccc1-n1ncc2c(C3CC3)nn(CC(=O)NCc3ccco3)c(=O)c21	10
CCCN(CCC)S(=O)(=O)c1ccc(C(=O)OCc2nc3ccccc3s2)cc1	-5
CC1(C)COc2ccc(NC(=O)c3ccc(Br)o3)cc2NC1=O	20
CN(C)C(CNC(=O)C(=O)NCCC1=CCCCC1)c1ccsc1 (stereo not given)	-8
CN(C)c1ncc(NC(=O)c2ccccc2Cl)cn1	-7
COc1ccc(-c2csc(SCc3ccc(C(=O)N4CCOCC4)o3)n2)cc1OC	-7
O=C(NC1CC(O)C(CO)C1)c1cnc2ccccc2n1 (stereo not given)	3
Cc1ccc(C)c2sc(N(CC3CCCO3)C(=O)C3CCCC3)nc12 (stereo not given)	-15
CCOC(=NC(=NS(C)(=O)=O)c1ccccc1)SC	3
O=C(NCCn1ncc2c(N3CCOCC3)ncnc21)c1cc(-c2ccccc2)on1	-10
O=C(NN=CCCc1ccccc1)c1ccco1	-5
CC(C)(Oc1ccc(Cl)cc1)C(=O)NCCC(O)c1ccoc1 (stereo not given)	-19
COc1cc(NC(=O)CC(C)=NNC(=O)C(OC)c2ccccc2)c(OC)cc1Cl (stereo not given)	-21
O=S(=O)(c1cccs1)N1CCOC2(CCOCC2)C1	14
O=C(CSCc1ccccc1)NCC(O)Cn1ccccc1=O (stereo not given)	-5
O=C(Nc1ccc(Nc2ccccc2)cc1)C(=O)c1c[nH]c2ccccc12	48*
CCN(CC)CCN(C(=O)c1cccs1)c1nc2cc3c(cc2s1)OCCO3	-9
O=C(Cc1csc(NC(=O)NC2CCCC2)n1)NCc1c(F)cccc1F	-16
O=C(CSC1CCCC1)N(Cc1ccsc1)C1CC1	-18
COCc1cc(=O)[nH]c(N=C(N)Nc2ccc(Cl)c(Cl)c2)n1	-6
Cc1cc(NC(=O)c2cc(N3CCCCC3)ncn2)no1	-10
O=C(O)CN1C(=O)/C(=C/c2ccccc2OCC(=O)Nc2ccc(F)cc2)SC1=S	-9
CN1C(=O)C(C)(C)COc2ccc(NC(=O)c3ccc(Br)o3)cc21	24
COc1ccc(NC(=O)Cn2cnc3c(-c4ccccc4)csc3c2=O)cc1Cl	-2
CCN1CCCC(N2CCNCC2)C1 (stereo not given)	-11
CCN(CC)c1ccc(C=NNC(=O)c2nnn(-c3nonc3N)c2C(C)C)c(O)c1	2
O=C(Nc1ccc(-c2ccc(N3CCOCC3)nn2)cc1)c1ccc(Cl)c([N+](=O)[O-])c1	-4
Cc1nc(-c2cccs2)sc1CNC(=O)Cn1nc(-c2ccc(F)cc2)ccc1=O	-11
O=C(NCc1cc(-c2cccs2)n(C2CCCC2)n1)c1ccccc1C(F)(F)F	9
CN(C(=NS(=O)(=O)c1ccccc1)c1ccccc1)S(=O)(=O)c1ccccc1	-4
Cc1cccc(NC(=O)Cc2csc(Nc3ccccc3)n2)c1C	8
O=C(NCC1(O)CCOCC1)c1ccc2ncsc2c1	0
c1ccc(-c2nnc(N3CCN(Cc4ccc5c(c4)OCO5)CC3)c3ccccc23)cc1	13
CCn1cc(C=NNC(=O)c2ccc3c(c2)OCO3)c(C)n1	-1
Remaining list, next part:
SMILES	SSB-PriA inh
O=C(NC1CC(=O)N(C2CC2)C1)c1cncc(Br)c1 (stereo not given)	-16
CC1(C)C2CCC1(CS(=O)(=O)N(Cc1ccsc1)C1CC1)C(=O)C2 (stereo not given)	-15
Cc1c(C(=O)NCC#CCOc2ccccc2C(N)=O)cnn1-c1ccccc1	-11
COC(=O)c1ccc(CSc2nnc(CNC(=O)c3c(F)cccc3F)o2)o1	7
COc1cc(C=c2sc3nc(-c4ccccc4)c(-c4ccccc4)n3c2=O)cc(OC)c1OC	6
O=C(c1cc(-c2ccccc2)on1)N1CCCC(c2nnc(-c3ccccc3F)s2)C1 (stereo not given)	-2
COC(=O)N1CCN(CCNC(=O)NCc2ccc(F)cc2)CC1	-26
O=C1C[C@H](c2noc(-c3ccncc3)n2)CN1c1ccccc1	4
O=C(O)c1nc(-c2cccs2)cs1	-9
COc1ccc(OC)c(S(=O)(=O)Nc2ccc3c(c2)C(=O)N(C)CCO3)c1	1
COc1ccc(CC(=O)NN=C(C)c2ccco2)cc1	-5
COc1ccc(Cc2nc3ccccc3n2C)cc1OC	5
CS(=O)(=O)N1CCC(C(=O)Nc2ccc3c(c2)N(C(=O)C2CC2)CC3)CC1	-9
O=C(CC(c1ccccc1)c1ccccc1)NCc1nnnn1-c1ccc(F)c(F)c1	-2
COc1cccc(OC)c1C(=O)Nc1ccc2c(c1)OCC(C)(C)C(=O)N2	31
COc1c(C)cc(S(=O)(=O)Nc2ccc3c(c2)N(C(=O)C2CC2)CC3)cc1C	10
O=NN(c1ccccc1)c1ccccn1	19
CCOc1ccc(-c2nnc3sc(-c4ccc([N+](=O)[O-])cc4)nn23)cc1	-10
COc1ccc(Cl)cc1NC(=O)Cn1cc(OC)c(=O)cc1CSc1ncccn1	1
CN(N=Cc1ccncc1)C1=NS(=O)(=O)c2ccccc21	-10
O=C(CC(Sc1n[nH]c(-c2ccc(F)cc2)n1)c1ccc(F)cc1)NCc1cccnc1 (stereo not given)	-6
CS(=O)(=O)c1ccc(C(=O)Nc2nc3c(Br)cccc3s2)cc1	-16
COc1ccc(-c2cc(=O)n(CC(=O)Nc3ccc(C(N)=O)cc3)cn2)cc1	-3
Cc1cc2ncc(CCCNC(=O)c3ccc(Cn4ccnc4)cc3)cn2n1	-4
CC(CC(=O)Nc1ccc(Cl)c(C(F)(F)F)c1)=NNC(=O)c1cnccn1	3
O=C(NCCN1CCOC(c2ccccc2)C1)C(=O)NCc1ccccc1Cl (stereo not given)	5
Cc1nc(N2CCN(C(=O)c3ccccc3Br)CC2)cc(C(F)(F)F)n1	1
Cn1cc(C(=O)NN=Cc2cccs2)c2ccccc21	-9
CC(Nc1ccccc1C(F)(F)F)=C1CCOC1=O	4
Oc1ccc(C=NNC2=NCCCCC2)cc1	-9
Cc1ccc(S(=O)(=O)Nc2ccccc2C(=O)N=c2sc3cccc(Cl)c3n2C)cc1	-7
Cc1ccc(CNC(=O)C(=O)NCC2CCN(C3CCCC3)CC2)cc1	-9
COC(=O)c1c(NC(=O)[C@@H]2COc3ccccc3O2)sc(C)c1C	-10
O=C(Nc1nnc(-c2ccc3c(c2)OCO3)o1)c1ccc2ncsc2c1	-29
CCOC(=O)Cn1cc(C=NN2C(=O)C3C4C=CC(C4)C3C2=O)c2ccccc21 (stereo not given)	-1
C[n+]1cccc2ccc3cccnc3c21	49
COc1ccc(-c2csc(CN3CCN(C(=O)CSCc4ccccc4)CC3)n2)cc1	-5&-3
CCCCOc1ccc(NC(=O)NC[C@@H](c2ccsc2)N2CCOCC2)cc1	0
Cc1cc(C)c2sc(N3CCc4ccccc4C3)nc2c1	-6
Cc1ccnc(NS(=O)(=O)c2ccc(NC(=O)c3cc(Cl)sc3Cl)cc2)n1	-21
COc1cccc(OC)c1C(=O)NCCN1CCC(c2cccs2)CC1	-15
O=C(CSc1ccc(F)cc1)Nc1ccn2nccc2c1	-6
Cc1ccc(S(=O)(=O)NN=Cc2cc3c(cc2[N+](=O)[O-])OCO3)cc1	8
O=C(Cn1ncccc1=O)NCc1ccnc(-c2ccsc2)c1	3
CCCCc1ccc(Nc2c(C(=O)N3CCSCC3)cnc3nc(C)ccc23)cc1	-6
CCCc1cc(-n2ccnc2)n2nc3nc(C)cc(C)c3c2n1	-9
CN(C)CCCNc1nc2c(F)cccc2s1	21
COc1ccc(Cl)cc1C(=O)N1CCN(c2nc3ccc(SC)cc3s2)CC1	-10&7
Cc1ccccc1C(=O)Nc1ccc2nc(C)n(-c3ccccc3)c(=O)c2c1	7
O=C(Cc1cc(=O)[nH]c(SCc2ccc(F)cc2)n1)NCc1ccccc1Cl	-24
CC(NC(=O)CSc1nccc(=O)[nH]1)c1ccccc1 (stereo not given)	-2
Cc1ccc(-c2ccc3nnc(SCC(=O)Nc4ccccc4C(F)(F)F)n3n2)cc1	-10
CCOC(=O)c1c(C)oc2c1c(C=NCCc1ccc(OC)c(OC)c1)c(O)c1ccccc12	7
O=C(c1ccc2nsnc2c1)N1CCC(Cn2cccn2)CC1	-6
CNC(=O)/C(=C/c1ccc(OCCOc2ccccc2OC)cc1)NC(=O)c1ccc(OC)cc1	-16
CCOC(=O)c1ccc(NC(=O)Cn2c(=O)n(CC(=O)NCCc3ccc(OC)c(OC)c3)c(=O)c3sccc32)cc1	3
CCCn1c(SCC(=O)N2CCOc3ccc(C)cc32)nc2c3cc(OC)ccc3n(C)c2c1=O	-7
Cn1nc(-c2ccccc2)cc1C(=O)N1CCCCC(c2ccccc2)C1 (stereo not given)	4
O=S(=O)(Cc1ccc(C(F)(F)F)cc1)NCC(O)c1ccoc1 (stereo not given)	-12
COc1nn(C)cc1C(=O)NCC(O)c1ccc(SC)cc1 (stereo not given)	7
The results go on:
SMILES	SSB-PriA inh
COc1ccccc1N1CCN(C(=O)c2nn(-c3ccc(C)cc3)c(=O)cc2OC)CC1	-9
O=C(C1CCCN(c2ccc(-n3cncn3)nn2)C1)N1CCN(c2ncccn2)CC1 (stereo not given)	-30
CC(=O)N1CC(C(=O)NCCC(c2ccccc2)c2ccccc2)C1	3
COc1ccccc1-c1cc(C(=O)NN=Cc2cn(C)nc2C)c2ccccc2n1	-3
C=CCNC(=O)COc1ccc(C(C)=O)cc1	2
Cc1ccc(S(=O)(=O)n2ccn(CC(=O)Nc3ccc(C)c(Cl)c3)c2=O)cc1	3
O=C(c1nc2ccccc2s1)N1CCc2ncncc2C1	3
O=C(NCCn1ncc2c(N3CCN(c4ccc(F)cc4)CC3)ncnc21)c1ccc(F)c(F)c1	-2
O=C(c1ccccc1Br)N1CCC(CSC2=NCCS2)CC1	3

Molecules from the list above that have a Cl atom:
SMILES	SSB-PriA inh
CC(C)(C)c1csc(NC(=O)c2sc3ccccc3c2Cl)n1	-12
COc1ccccc1NS(=O)(=O)c1cccc(Cl)c1	-10
COC(=O)c1ccc(NC(=O)CN2CCc3[nH]c4ccc(Cl)cc4c(=O)c3C2)cc1	-9
NC(=NOC(=O)c1ccc2c(c1)OCO2)c1ccc(Cl)cc1	-7
O=C(NCC[C@H](O)c1ccc2c(c1)OCO2)Nc1ccccc1Cl	-11
CN(C)c1ncc(NC(=O)c2ccccc2Cl)cn1	-7
CC(C)(Oc1ccc(Cl)cc1)C(=O)NCCC(O)c1ccoc1 (stereo not given)	-19
COc1cc(NC(=O)CC(C)=NNC(=O)C(OC)c2ccccc2)c(OC)cc1Cl (stereo not given)	-21
COCc1cc(=O)[nH]c(N=C(N)Nc2ccc(Cl)c(Cl)c2)n1	-6
COc1ccc(NC(=O)Cn2cnc3c(-c4ccccc4)csc3c2=O)cc1Cl	-2
O=C(Nc1ccc(-c2ccc(N3CCOCC3)nn2)cc1)c1ccc(Cl)c([N+](=O)[O-])c1	-4
COc1ccc(Cl)cc1NC(=O)Cn1cc(OC)c(=O)cc1CSc1ncccn1	1
CC(CC(=O)Nc1ccc(Cl)c(C(F)(F)F)c1)=NNC(=O)c1cnccn1	3
O=C(NCCN1CCOC(c2ccccc2)C1)C(=O)NCc1ccccc1Cl (stereo not given)	5
Cc1ccc(S(=O)(=O)Nc2ccccc2C(=O)N=c2sc3cccc(Cl)c3n2C)cc1	-7
Cc1ccnc(NS(=O)(=O)c2ccc(NC(=O)c3cc(Cl)sc3Cl)cc2)n1	-21
COc1ccc(Cl)cc1C(=O)N1CCN(c2nc3ccc(SC)cc3s2)CC1	-10&7
O=C(Cc1cc(=O)[nH]c(SCc2ccc(F)cc2)n1)NCc1ccccc1Cl	-24
Cc1ccc(S(=O)(=O)n2ccn(CC(=O)Nc3ccc(C)c(Cl)c3)c2=O)cc1	3
